# Screening results as filed in PubChem.
# Casp6 inh – inhibitors of human caspase-6; actives 0.53% (n = 350,000); inhibition, % at 12.5 µM; purified caspase-6, Z-VEID-R110 cleavage fluorescence; AID 686996;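 active means mean inhibition across replicates at least about 35%, with every replicate also reaching that limit, limit read from the data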;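 further: 0% = median of neutral control wells and 100% = no fluorescence left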
# Target sequence (P55212 24-179 limits assumed): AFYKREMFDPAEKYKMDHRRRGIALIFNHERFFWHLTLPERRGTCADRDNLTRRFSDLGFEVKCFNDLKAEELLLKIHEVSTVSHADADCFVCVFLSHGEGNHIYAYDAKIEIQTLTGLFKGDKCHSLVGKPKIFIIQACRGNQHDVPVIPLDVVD
# Target sequence (P55212 194-293 limits assumed): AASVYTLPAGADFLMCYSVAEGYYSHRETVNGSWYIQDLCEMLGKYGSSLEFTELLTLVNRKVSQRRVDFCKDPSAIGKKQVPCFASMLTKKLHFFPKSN
# FN deposit inh – fibronectin deposition inhibition; AH1F fibroblasts, Alexa488-fibronectin deposition fluorescence, overnight; inhibition, % at 12.6 µM; actives 0.086% (n = 350,000); AID 743247;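 active means mean inhibition across replicates of 30% or more, regardless of how many single replicates reach that level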;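 further: positive control wells lacked labelled fibronectin entirely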
#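 Assay system: AH1F fibroblasts assembling fluorescent fibronectin matrix; Amount: 10000 AH1F cells per well; Buffer or medium: DMEM, 2% serum; Probe or stimulus: Alexa488-fibronectin, 24 nM final in well; Doses: single compound dose, delivered by pin transfer; Incubation: 1 h adhesion, overnight exposure; Measured by: fluorescence 485/525 nm; Read-out: fibronectin deposition inhibition.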
# LGR2 inh – Drosophila LGR2 receptor signaling inhibition; inhibition, % at 9.99 µM; HEK293 LGR2, CRE-luciferase, bursicon-stimulated, 4 h; AID 720647; actives 0.35% (n = 380,000);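 active means drop in luminescence signal, shown as inhibition above about 50% in the replicate tests, limit read from the data, passing the limit was not always enough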;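 further: agonist challenge used bursicon conditioned medium at about half maximal strength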
# C2C12 statin – suppression of simvastatin myotoxicity; C2C12 myotubes + simvastatin, ATP luminescence, 48 h; scaled: DMSO 0, geranylgeraniol control 100; actives 0.78% (n = 330,000); rescue of ATP level, % at 7.49 µM; AID 602340;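 active means mean ATP rescue above about 67%, or every replicate alone reaching that limit, limit read from the data, passing the limit was not always enough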;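 further: myotubes were challenged with 10 µM simvastatin during compound exposure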
# S100A4 MyoIIA – inhibitors of human S100A4 binding to myosin IIA peptide. P26447. S100A4/TAMRA-MyoIIA peptide fluorescence polarization. inhibition, % at 10.7 µM. actives 0.14% (n = 360,000). AID 652163;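 active means mean inhibition of at least 70% across replicates, with every replicate also reaching that level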
# Target sequence (P26447 whole entry, looked up): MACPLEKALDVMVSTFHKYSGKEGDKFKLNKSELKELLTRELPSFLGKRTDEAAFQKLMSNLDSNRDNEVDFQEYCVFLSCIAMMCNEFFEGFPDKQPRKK
#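 System – human S100A4 monomer protein, biochemical binding assay · Buffer or medium – Calcium-containing HEPES buffer, pH 7.2 · Timing – 5 min between mix addition and reading · Also added – TAMRA-labelled myosin IIA heavy-chain peptide probe, 5 nM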
# SIRT5 inh – blocks human SIRT5 desuccinylation of peptide; inhibition, % at 15 µM; Q9NXA8; Purified SirT5, succinyl-peptide AMC, trypsin-coupled fluorescence; AID 652115; actives 1.1% (n = 330,000); in the data active means inhibition above about 15%
# Target sequence (Q9NXA8 whole entry, looked up): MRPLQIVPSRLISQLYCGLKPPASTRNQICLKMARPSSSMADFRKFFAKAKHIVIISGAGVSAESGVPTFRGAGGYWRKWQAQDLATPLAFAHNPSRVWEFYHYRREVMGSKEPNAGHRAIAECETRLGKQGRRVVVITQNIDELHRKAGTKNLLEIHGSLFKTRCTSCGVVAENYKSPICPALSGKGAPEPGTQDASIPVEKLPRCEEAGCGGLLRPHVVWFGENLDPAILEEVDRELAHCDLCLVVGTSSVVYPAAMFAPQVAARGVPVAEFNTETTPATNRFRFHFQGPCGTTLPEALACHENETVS
# esBAF inh – blocks esBAF chromatin remodeling in mouse ES cells; Bmi1-luciferase knock-in reporter, 24 h; 100% = twice the neutral-well signal; reporter increase, % at 12.5 µM; actives 2% (n = 350,000); in the data active means activation above about 40%;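 further: 0% = median of the plate's neutral control wells and 100% = double that signal; a rise in the Bmi1 reporter signal indicates esBAF inhibition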
# Active calls of the source: *; · = not tested or not shown; & = joins results of further samples. Not all compounds are listed. The share of hits here may be higher or lower than overall.
SMILES,Casp6 inh,FN deposit inh,LGR2 inh,C2C12 statin,S100A4 MyoIIA,SIRT5 inh,esBAF inh
O=C(c1ccncc1)N1CC2(C1)[C@@H](c1ccccc1)[C@H](CO)N2C(=O)c1ccncc1,·,·,12,·,6,-3,·
Cc1ccccc1NS(=O)(=O)c1ccc(-c2ccc(=O)[nH]n2)o1,1,19,9,·,-5,0,·
NC1=NC(c2ccc(F)cc2)n2c(nc3ccccc32)N1 (stereo not drawn),·,14,·,-1,·,·,-7
Cc1occc1-c1nnc(-c2cc([N+](=O)[O-])cc([N+](=O)[O-])c2)o1,-2,·,-35,·,2,-1,·
Cc1cc(NC(=O)CCC(=O)N(CC(=O)NCC2CCCO2)c2ccc(C)c(C)c2)no1 (stereo not drawn),-4,9,17,11,2,-19,-5
Cc1cccc(N2CCN(S(=O)(=O)c3cc4c(cc3Cl)NC(=O)CO4)CC2)c1C,-2,-2,6,3,-1,-4,3
CC1CCN(CCC(=O)Nc2ccc(Cl)cc2)CC1,-2,-3,5,6,-1,-1,-4
Cn1c(O)c(/C=C2\C=NN=C2c2ccccc2)sc1=S,-6,-1,-1,·,2,0,·
COc1ccc(N2CCN(C(=O)c3cc4c(s3)-c3ccccc3S(=O)(=O)C4)CC2)cc1,1,4,-1,-11,-4,0,11
CCOC(=O)/C(C#N)=N\Nc1cc(Cl)ccc1OC,1,6,-8,·,6,0,·
CCCNC(=O)N(C)C[C@@H]1Oc2cc(-c3cccnc3)ccc2S(=O)(=O)N([C@@H](C)CO)C[C@@H]1C,-1,·,-2,4,4,-2,-1
Cc1noc(C)c1S(=O)(=O)Nc1ccc2c(c1)C(=O)N([C@@H](C)CO)C[C@@H](C)[C@@H](CN(C)C(=O)Nc1ccccc1)OCCCC[C@@H](C)O2,-1,-1,7,·,-19,-1,2
O=C(Cc1cccs1)Nc1nnc(-c2ccccc2)s1,-2,21,-52,·,-1,0,·
CO[C@@H]1CN(C)C(=O)c2ccc(NC(=O)c3ccc4c(c3)OCO4)cc2OC[C@H](C)N(CCC(F)(F)F)C[C@H]1C,-2,0,-7,1,-2,16*,-2
CO[C@H]1CN(C)C(=O)c2cc(NS(=O)(=O)c3cccc(C)c3)ccc2OC[C@H](C)NC[C@@H]1C,-2,0,8,9,65,1,0
CCOc1ccc(NC(=O)CCS(=O)(=O)c2ccc3c(c2)CCCN3C(C)=O)cc1,·,8,·,-1,·,·,1
O=C(CCN1C(=O)[C@@H]2Cc3ccccc3CN2C1=O)N[C@@H](Cc1ccccc1)C(=O)O,0,·,6,17,-2,-7,0
C[C@@H]1CCCCO[C@@H](CN(C)S(=O)(=O)c2ccc(F)cc2)[C@@H](C)CN([C@@H](C)CO)C(=O)c2cc(NS(C)(=O)=O)ccc2O1,-1,·,23,10,24,-1,-3
COc1cccc(Oc2ccc(C(F)(F)F)cc2NC(=O)C2=COCCO2)c1,4,-9,-8,·,-8,0,·
COc1cccc(C2(O)C(=O)Nc3ccccc32)c1 (stereo not drawn),-1,-8,-1,4,-14,-11,-1

# Just LGR2 inh, for some of the entries so far:
canonical_smiles	LGR2 inh
CC1CCN(CCC(=O)Nc2ccc(Cl)cc2)CC1	5
Cn1c(O)c(/C=C2\C=NN=C2c2ccccc2)sc1=S	-1
COc1ccc(N2CCN(C(=O)c3cc4c(s3)-c3ccccc3S(=O)(=O)C4)CC2)cc1	-1
CCOC(=O)/C(C#N)=N\Nc1cc(Cl)ccc1OC	-8
CCCNC(=O)N(C)C[C@@H]1Oc2cc(-c3cccnc3)ccc2S(=O)(=O)N([C@@H](C)CO)C[C@@H]1C	-2
Cc1noc(C)c1S(=O)(=O)Nc1ccc2c(c1)C(=O)N([C@@H](C)CO)C[C@@H](C)[C@@H](CN(C)C(=O)Nc1ccccc1)OCCCC[C@@H](C)O2	7
O=C(Cc1cccs1)Nc1nnc(-c2ccccc2)s1	-52

# Carrying on:
SMILES,Casp6 inh,FN deposit inh,LGR2 inh,C2C12 statin,S100A4 MyoIIA,SIRT5 inh,esBAF inh
CC1=NN(c2ccccc2)C(=O)/C1=C\c1ccc(Oc2ccc([N+](=O)[O-])cc2[N+](=O)[O-])cc1,-3,2,17,10,2,-1,10
COc1ccc(OC)c(NC(=O)NCCCCc2ccccc2)c1,1,1,7,3,3,-4,-4
COCCOC(=O)c1[nH]c2c(c1C)C(=O)CC(c1ccco1)C2 (stereo not drawn),50*,6,-4,-44,13,·,-9
CCCCCC(=O)N1C[C@H](n2cc(-c3ccc(F)cc3)nn2)[C@@H](O)C[C@@H]1c1ccc(Cl)cc1,1,4,8,5,1,1,0
CCC(=O)Nc1ccc2c(c1)C(=O)N(C)[C@@H]1CC[C@H](CC(=O)NCc3ccccc3)O[C@@H]1CO2,-4,-8,0,2,5,-1,-4
COc1ccc(NC(=O)CCCc2c[nH]c3ccccc23)cc1OC,0,·,-17,·,1,-3,·
CCOCCCNC(=O)C1CCN(S(=O)(=O)c2ccc3nc4c(c(C(=O)O)c3c2)CCCCC4)CC1,1,-5,12,5,0,0,2
C[C@H](CO)N1C[C@H](C)[C@H](CN(C)Cc2ccccc2)Oc2ncc(-c3ccc(F)cc3)cc2C1=O,-1,-6,-1,9,0,2,-18
CCOC(=O)c1sc2nc(CSc3ccccc3Cl)[nH]c(=O)c2c1C,-1,4,-9,·,-8,1,·
CCOCc1cc(CN2CCC(CCC(=O)NC3CC3)CC2)ccc1OC,-5,-6,-8,3,6,-1,0
Cc1c(-c2nc3ccccc3[nH]2)cnn1C,-5,0,-9,2,-3,-1,19
CCC(=O)N(C)C[C@@H]1Oc2ncc(-c3ccc(C#N)cc3)cc2C(=O)N([C@H](C)CO)C[C@@H]1C,0,7,-28,2,-3,-2,1
Cc1c(OCC(=O)N2CCC[C@@H]2C(=O)O)ccc2c3c(c(=O)oc12)CCC3,3,·,-10,10,-4,·,-6
Cc1ccc(-c2noc(CNc3ccccc3)n2)cc1,·,-5,·,8,·,·,25
Cc1ccc(-c2nnc3sc(-c4ccncc4)nn23)cc1,·,·,-8,-5,·,·,-2
CC1Cc2ccccc2N1C(=O)Cn1cc([N+](=O)[O-])ccc1=O (stereo not drawn),1,2,-10,7,-18,-3,7
Cc1cc(/N=C/C=C2\N(C)c3ccccc3C2(C)C)n(CCC#N)n1,·,-7,·,-15,·,·,0
CCCC#Cc1ccc2c(c1)O[C@H](CN(C)CC1CCOCC1)[C@@H](C)CN([C@@H](C)CO)S2(=O)=O,-3,·,7,-27,-5,12,6
COC(=O)c1c(NC(=O)CSc2nccn2C)sc(C)c1C,2,0,13,·,2,0,·
CN1c2ccccc2Oc2nnc(Cl)cc21,10,-16,4,·,2,-3,·
CCOC(=O)N(C)S(=O)(=O)c1ccccc1[N+](=O)[O-],0,1,0,7,3,-6,-1
C/C(=C(/CCO)SSCC1CCCO1)N(C=O)Cc1cnc(C)nc1N (stereo not drawn),8,-7,-22,5,1,-3,-5
CSc1ccccc1NS(=O)(=O)c1ccccc1,·,7,·,-3,·,·,-6
Cc1ccc(-c2nn3c(C)nnc3c3ccccc23)cc1S(=O)(=O)NC(C)(C)CO,13,9,·,27,1,-6,3
O=C(NCc1ccccc1)c1onc(CSc2ccc(F)cc2)c1C(=O)NCCCN1CCOCC1,0,16,-7,-4,-1,-3,-6
NC(=O)c1cc(Cl)cn(-c2ccccc2)c1=O,8,2,9,5,-8,1,-3
C[C@@H]1CN([C@@H](C)CO)C(=O)c2cc(C3=CCCCC3)cnc2O[C@H]1CN(C)Cc1cccc(F)c1,2,-23,-3,·,0,6,-4
COc1ccc(OC)c(NC(=O)CCC(=O)N(Cc2ccc(OC)c(OC)c2)c2nccs2)c1,2,-2,18,·,-5,-1,·
CCCCN(C(=O)C1CCCO1)c1c(N)n(CCC)c(=O)[nH]c1=O (stereo not drawn),3,-5,-4,2,0,·,-4
COc1ccccc1C(=O)Nc1ccc2c(c1)C(=O)N(C)C[C@@H](OC)[C@H](C)CN[C@@H](C)CO2,1,14,-4,29,7,2,2
O=C(Nc1cccc(F)c1)NC1CC2CCCC(C1)N2C1CC1 (stereo not drawn),·,-15,·,-3,·,·,1
COc1ccc(Cl)cc1NS(=O)(=O)c1cn(C)nc1C,-1,·,18,·,-4,-1,·
COC(=O)[C@H]1[C@H](CO)[C@H]2Cn3c(ccc(-c4cccc(F)c4)c3=O)[C@H]2N1CC1CC1,1,·,10,-15,1,-1,1
C[C@@H]1CN([C@@H](C)CO)C(=O)c2cc(NC(=O)Nc3ccc4c(c3)OCO4)ccc2O[C@H]1CN(C)Cc1ccc2c(c1)OCO2,-2,·,-9,-23,-3,0,-2
Cc1ccc(NC(=O)COc2ccc(Br)cc2CO)cc1S(=O)(=O)N1CCOCC1,1,-5,8,-3,-1,-2,11
COc1ccc(/C(C)=N/NC(=O)CNC(=O)C(c2ccccc2)c2ccccc2)c(OC)c1,4,-2,-1,11,5,3,0
COc1ccc(S(=O)(=O)Nc2ccc3c(c2)C(=O)N([C@H](C)CO)C[C@H](C)[C@@H](CN(C)S(=O)(=O)c2cccs2)OCCCC[C@H](C)O3)cc1,1,8,17,-77,10,2,-2
CC(C)[C@H](NC(=O)c1ccccc1F)C(=O)Nc1nc2c(s1)CCCC2,1,·,-19,·,-2,-1,·
Cc1noc(C)c1NC(=O)Nc1cccc2c1O[C@H](CN(C)Cc1ccc3c(c1)OCO3)[C@@H](C)CN([C@@H](C)CO)C2=O,3,·,20,5,11,2,2
COc1cc(NC(=O)c2cc3c(CO)cnc(C)c3oc2=Nc2cccc(C(N)=O)c2)cc(OC)c1,2,6,4,1,-16,-5,-1
CSCc1ccc(C(=O)OCC(=O)NC2CCCC2)o1,-4,-5,·,-7,-5,-2,-9
O=C(Nc1nn[nH]n1)C12CC3CC(CC(C3)C1)C2,·,-5,-17,4,·,·,-10
Cc1cccc2c1N(CC(=O)OC(C)C)C(=O)C2=O,-8,-7,-24,·,2,1,4
CN(C)C(=O)N=NC(=O)N(C)C,-3,·,-5,1,7,-4,-4
C[C@H](CO)N1C[C@H](C)[C@@H](CN(C)C(=O)NC2CCCCC2)Oc2c(NC(=O)c3ccncc3)cccc2C1=O,-2&-2,4,8&0,23&2,3&-2,3,-1&5
Cc1ccccc1CN1CCC(n2nccc2NC(=O)CCOc2ccccc2)CC1,-4,-15,2,-7,-1,1,1
O=C(CCN1C(=O)c2ccccc2S1(=O)=O)Nc1ccc(C(=O)O)cc1,0,5,-12,-4,4,-2,-3
CCc1ccc(NC(=O)CCS(=O)(=O)c2cccc3nsnc23)cc1,·,-8,·,-3,·,·,12
O=C(CCc1nnc(-c2ccccc2)o1)NCc1c(F)cccc1F,4,4,-16,·,3,-2,·
C=CCN1CCN(C(=O)c2ccc3c(c2)OCO3)CC1,4,·,10,4,3,8,-9
Cc1ccc(SCc2c(C(=O)N/N=C/c3cccnc3)nnn2-c2nonc2N)cc1,6,12,6,-5,-4,5,-2
O=c1/c(=C\c2ccc(F)cc2)sc2n1CCCN=2,-2,-16,-67,·,2,-3,·
CCC(=O)Nc1ccc2c(c1)C(=O)N(C)C[C@@H](OC)[C@H](C)CN[C@@H](C)CO2,-8,-15,17,0,0,-11,-19
CNC(=O)c1nnn(Cc2ccccc2)c1NC(=O)C(F)(F)F,·,·,4,-6,·,·,3
CCN1C(=O)[C@H]2[C@@H](c3ccc(Cl)cc3)N3C(=O)CN(CC4CC4)C(=O)[C@@]3(C)[C@H]2C1=O,1,6,-22,-12,-3,2,5
CC(C)(C)OC(=O)N1Cc2cc3ccccc3nc2C1CO (stereo not drawn),1,1,18,-10,-2,2,3
COc1ccc(CNC(=O)N(C)C[C@H]2OCc3ccccc3-c3ccccc3C(=O)N([C@H](C)CO)C[C@H]2C)cc1,·,7,19,6,·,·,-2

# Marked active in Casp6 inh, of those listed so far:
SMILES	Casp6 inh	LGR2 inh	S100A4 MyoIIA	SIRT5 inh	esBAF inh
COCCOC(=O)c1[nH]c2c(c1C)C(=O)CC(c1ccco1)C2 (stereo not drawn)	50*	-4	13	·	-9
